# Assay outcomes deposited in PubChem by several laboratories.
# PP5 inh: PP5 (human) phosphatase inhibition | P53041 | purified PP5c, OMFP substrate fluorescence | hit rate 0.18% among 320,000 | inhibition, % at 6.7 µM;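 active means inhibition above the campaign's mean inhibition across all tested compounds plus 3 SD, cut at about 9.5% in these data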;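 further: 0% = DMSO only and 100% = 100 µM cantharidin control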
# Target sequence (P53041 whole entry, looked up): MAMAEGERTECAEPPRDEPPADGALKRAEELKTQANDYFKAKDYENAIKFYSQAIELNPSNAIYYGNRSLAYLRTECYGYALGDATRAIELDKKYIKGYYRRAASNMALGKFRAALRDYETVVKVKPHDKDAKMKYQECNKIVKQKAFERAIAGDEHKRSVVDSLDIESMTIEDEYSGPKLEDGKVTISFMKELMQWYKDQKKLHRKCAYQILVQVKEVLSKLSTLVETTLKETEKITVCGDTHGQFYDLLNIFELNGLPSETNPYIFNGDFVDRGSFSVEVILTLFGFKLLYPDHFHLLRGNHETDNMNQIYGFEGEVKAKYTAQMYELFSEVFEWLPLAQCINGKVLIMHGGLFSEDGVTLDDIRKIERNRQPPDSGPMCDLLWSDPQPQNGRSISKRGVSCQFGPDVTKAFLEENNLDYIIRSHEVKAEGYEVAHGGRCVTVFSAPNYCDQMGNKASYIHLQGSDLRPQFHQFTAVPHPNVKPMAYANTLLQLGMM
# ZTA counter: ZTA (EBV) inhibition in EBNA-1 counter-screen. hit rate 0.15% among 320,000. ZTA-DNA binding, fluorescence polarization. inhibition, % at 11 µM. P03206; in the data active means inhibition above about 33%
# PP1 counter: PP1-alpha (human) inhibition in PP5 counter-screen | hit rate 0.9% among 320,000 | AID 2235 | inhibition, % at 6.7 µM | P62136 | purified PP1alpha, OMFP fluorescence;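 active means inhibition above the mean inhibition of all tested compounds plus 3 SD, computed separately for each screening campaign, cut at about 15% in these data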
# TPT1 inhibitor: inhibitors of Candida albicans tRNA 2'-phosphotransferase TPT1; recombinant caTPT1, FP RNA substrate dephosphorylation; inhibition, % at 5 µM; hit rate 0.81% among 300,000;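 active means inhibition above the mean of all tested compounds plus 3 SD, set per screening campaign, cut at about 24% in these data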;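 further: plate controls were DMSO alone for no effect and ferristatin control at 100 nM for full effect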
# EBNA-1 inh: blocks EBNA-1 binding to DNA; EBNA-1 DNA binding, fluorescence polarization; inhibition, % at 14.8 µM; hit rate 0.34% among 300,000; AID 1950; in the data active means inhibition above about 28%
# GASC-1 inh: blocks human GASC-1 demethylase activity; AID 2099; GST-JMJD2C(1-420) H3K9me3 demethylation, DELFIA europium; inhibition, % at 2.35 µM; hit rate 0.069% among 330,000;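 active means more than half of a compound's replicate wells show inhibition beyond 50%, single wells judged on their own value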;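 further: signal counts dimethyl H3K9 product captured on neutravidin plate; 0% = median of DMSO wells and 100% = 0.3 times that DMSO median; strong numbers were not always called active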
# Target sequence (Q9H3R0 1-420 limits assumed): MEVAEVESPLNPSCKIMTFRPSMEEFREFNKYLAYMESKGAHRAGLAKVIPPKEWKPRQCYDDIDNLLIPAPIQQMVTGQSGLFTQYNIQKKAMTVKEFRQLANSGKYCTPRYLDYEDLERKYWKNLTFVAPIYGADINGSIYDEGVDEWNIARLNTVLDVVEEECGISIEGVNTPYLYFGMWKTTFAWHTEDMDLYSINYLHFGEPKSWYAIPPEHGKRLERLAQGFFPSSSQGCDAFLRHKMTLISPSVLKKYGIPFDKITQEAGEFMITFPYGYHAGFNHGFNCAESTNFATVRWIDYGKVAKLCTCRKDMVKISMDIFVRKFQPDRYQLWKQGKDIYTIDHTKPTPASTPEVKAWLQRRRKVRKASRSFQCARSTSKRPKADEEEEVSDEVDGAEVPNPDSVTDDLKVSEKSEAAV
# Fh CTSL1 inh: cathepsin L1 inhibition, PFM18AAP counter-screen | recombinant F. hepatica cathepsin L1, Z-Leu-Arg-MCA fluorescence | inhibition, % at 5.96 µM | hit rate 0.49% among 300,000 | AID 1906;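 active means inhibition above the mean of all tested compounds plus 3 SD, set per screening campaign, cut at about 17% in these data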;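 further: 0% = plate median of test compound wells and 100% = 1 µM Z-Phe-Ala-diazomethylketone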
# HCV core dimer: HCV core protein dimerization inhibition | inhibition, % at 5 µM | hit rate 0.33% among 300,000 | AID 1899 | TR-FRET GST/Flag-core106 dimerization, 1536-well;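 active means inhibition above the mean of all tested compounds plus 3 SD, set per screening campaign, cut at about 45% in these data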
#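 System: GST-tagged and Flag-tagged HCV core protein residues 1-106 / Input: core106 proteins, GST 13.5 nM and Flag 17 nM / Buffer or medium: KF-containing HEPES buffer, pH 7.45, DTT, CHAPS, BSA / Probe or stimulus: Eu-anti-GST and XL665-anti-Flag labelled anti-tag antibodies / Schedule: 4 h, 22.5 °C incubation / Technique: TR-FRET 671 and 617 nm emission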
# Yeast superoxide: yeast age-related superoxide inhibition as caloric restriction mimetic; S. cerevisiae aged cells, superoxide DHE fluorescence; hits give low values; superoxide response (% of plate mean), % at 10 µM; hit rate 0.18% among 330,000; AID 2690;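 active means superoxide response under a set limit, about three screen SD below normal, cut at about 65% in these data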;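 further: yeast aged for seven days with compound at 30 °C before DHE staining; 100% = average MFI of all compound-treated wells on the plate with controls excluded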
# Starred values were filed as active, the others as inactive; . = not tested or not shown.
SMILES,PP5 inh,ZTA counter,PP1 counter,TPT1 inhibitor,EBNA-1 inh,GASC-1 inh,Fh CTSL1 inh,HCV core dimer,Yeast superoxide
O=C(CC(NS(=O)(=O)c1ccc(Cl)cc1)c1ccco1)NC1CCCC1 (configuration not stated),0.2,-12,-3,1,-3,-10,-2,-9,96
O=C(CCN1C(=O)c2ccccc2C1=O)NC(=S)Nc1ccccc1Cl,2.8,12,-1,2,7,-3,1,13,99
CSc1ccccc1C(=O)Nc1cccc(N(C)S(C)(=O)=O)c1,0.3,-5,-2,-6,0,7,-1,-16,88
CN(C)S(=O)(=O)c1ccc(Nc2nc(C3CC3)nc3c2nnn3Cc2ccccc2Cl)cc1,-2.0,-9,-4,-3,12,-5,-1,9,100
CCc1ccc(C(=O)CN2CCSC2=N)cc1,1.6,4,-6,-1,6,0,-1,9,95
COc1ccc(N2CCN(Cc3nc4scc(-c5ccccc5)c4c(=O)[nH]3)CC2)cc1,1.8,4,2,10,6,-2,-2,6,76
CCC(=O)N1CC23C=CC(CC2CC12CCCCC2)O3 (configuration not stated),-2.5,19,-2,1,0,-1,-1,2,111
COc1ccc(S(=O)(=O)N2CCCC2CNC(=O)C(=O)NC2CC2)cc1 (configuration not stated),-1.3,-1,-10,2,5,2,-2,8,114
COc1ccc(N=Nc2ccc(N)nc2N)cc1,3.1,4,4,-1,8,36,5,-41,134
COc1ccccc1OCCNC(=O)CCNC(=O)c1ccccc1Cl,1.9,-10,0,-1,4,0,-21,-6,107
CC(=O)c1sc(-c2ccccc2)cc1NS(=O)(=O)c1ccccc1,1.9,11,-2,4,0,11,-1,8,94
CCc1ccccc1NC(=O)CN1CCN(CC(=O)Nc2ccc(-c3ccccc3)cc2)CC1,-2.6,-2,-3,-4,8,-2,1,6,89
CC(C)(C)n1nnnc1C(c1ccccc1)N1CCc2ccccc2C1 (configuration not stated),0.1,12,1,-2,6,-2,1,-1,90
CC(C)(C)Nc1scc(-c2ccccc2)[n+]1-c1ccccc1,-0.1,-11,1,-3,-2,-46,4,-16,75
CC(=O)Nc1cc(C(=O)OCc2cccc([N+](=O)[O-])c2)ccc1C,0.5,-8,-5,1,-1,3,-3,6,105
CCCS(=O)(=O)Nc1c(OC)ccc2c1c(C(=O)OCC)c(C)n2C,0.8,-24,3,-2,-4,0,-2,-11,103
COCC(C)NC(=O)C(C)N1c2cccc3cccc(c23)S1(=O)=O (configuration not stated),4.4,-6,-3,-2,0,-6,-9,-2,94
Cc1ccc(N(CC(=O)NC2CCCCC2)C(=O)c2ccc(C)s2)cc1,2.8,5,-4,-3,-5,-6,3,5,100
COc1cnc(-c2ccccn2)nc1Sc1ccc(C)cc1,6.4,4,48*,-1,-16,-5,1,4,93
COc1ccc(NC(=O)C2(S(=O)(=O)c3ccc(C)cc3)CC2)cc1,-0.9,-10,-4,-2,-8,-2,-5,9,91
Cc1ccc(F)cc1NC(=O)C1CC(=O)N(CCc2ccccc2)C1 (configuration not stated),-4.0,-10,2,-2,3,2,9,1,70
CC(C)CC(=O)N1CCN(C(=O)c2cccc(F)c2)CC1,0.3,-6,-1,0,7,-6,1,-7,94
O=C1C(Cl)=C(NCC2CCCO2)C(=O)N1c1ccccc1 (configuration not stated),1.4,13,-3,-2,-2,-22,-2,-1,109
CCOC(=O)n1c(SCC(N)=O)nc2ccccc21,-0.6,-9,-2,-3,-1,62,0,-4,80
COc1ccc(CC(=O)OCC(=O)c2ccc[nH]2)cc1,-0.7,3,-3,.,.,2,.,.,110

# Sorted by value in EBNA-1 inh (ascending): three from the list above
molecule	PP5 inh	TPT1 inhibitor	EBNA-1 inh	GASC-1 inh	HCV core dimer
COc1cnc(-c2ccccn2)nc1Sc1ccc(C)cc1	6.4	-1	-16	-5	4
COc1ccc(S(=O)(=O)N2CCCC2CNC(=O)C(=O)NC2CC2)cc1 (configuration not stated)	-1.3	2	5	2	8
CCc1ccc(C(=O)CN2CCSC2=N)cc1	1.6	-1	6	0	9

# In another format: results already given.
Compound	PP5 inh	ZTA counter	PP1 counter	TPT1 inhibitor	EBNA-1 inh	GASC-1 inh	Fh CTSL1 inh	HCV core dimer	Yeast superoxide
O=C(CC(NS(=O)(=O)c1ccc(Cl)cc1)c1ccco1)NC1CCCC1 (configuration not stated)	0.2	-12	-3	1	-3	-10	-2	-9	96
O=C(CCN1C(=O)c2ccccc2C1=O)NC(=S)Nc1ccccc1Cl	2.8	12	-1	2	7	-3	1	13	99
CSc1ccccc1C(=O)Nc1cccc(N(C)S(C)(=O)=O)c1	0.3	-5	-2	-6	0	7	-1	-16	88
CN(C)S(=O)(=O)c1ccc(Nc2nc(C3CC3)nc3c2nnn3Cc2ccccc2Cl)cc1	-2.0	-9	-4	-3	12	-5	-1	9	100
CCc1ccc(C(=O)CN2CCSC2=N)cc1	1.6	4	-6	-1	6	0	-1	9	95
COc1ccc(N2CCN(Cc3nc4scc(-c5ccccc5)c4c(=O)[nH]3)CC2)cc1	1.8	4	2	10	6	-2	-2	6	76
CCC(=O)N1CC23C=CC(CC2CC12CCCCC2)O3 (configuration not stated)	-2.5	19	-2	1	0	-1	-1	2	111

# Retrieved by compound from the entries so far:
SMILES,PP5 inh,ZTA counter,PP1 counter,TPT1 inhibitor,EBNA-1 inh,GASC-1 inh,Fh CTSL1 inh,HCV core dimer,Yeast superoxide
CCCS(=O)(=O)Nc1c(OC)ccc2c1c(C(=O)OCC)c(C)n2C,0.8,-24,3,-2,-4,0,-2,-11,103
Cc1ccc(N(CC(=O)NC2CCCCC2)C(=O)c2ccc(C)s2)cc1,2.8,5,-4,-3,-5,-6,3,5,100

# Continued:
SMILES,PP5 inh,ZTA counter,PP1 counter,TPT1 inhibitor,EBNA-1 inh,GASC-1 inh,Fh CTSL1 inh,HCV core dimer,Yeast superoxide
NS(=O)(=O)c1ccc(CCNC(=O)Cc2ccc(S(=O)(=O)N3CCCC3)s2)cc1,2.2,4,0,9,4,6,-4,18,101
CC(=O)c1ccc(N=Cc2c(O)n(-c3cc(Cl)ccc3N3CCOCC3)c(=O)c3ccccc23)cc1,4.8,8,4,4,10,-7,3,37,100
Cc1occc1C(=O)N/N=C/c1sc(N2CCOCC2)nc1-c1ccccc1,0.5,-2,-1,-1,-14,-18,4,-4,94
CCSc1nnc(-c2ccncc2)o1,4.0,-1,3,1,-2,-1,-2,-4,99
O=S(=O)(NCc1cccc(C(F)(F)F)c1)NCc1ccccc1F,5.3,-7,-2,0,-8,-11,1,-3,107
CC(C)CNC(=O)C1Nc2ccccc2C2C=CCC12 (configuration not stated),3.4,7,6,-2,0,-2,1,19,97
CN(C)S(=O)(=O)n1cc(/C=C(\NC(=O)c2ccccc2)C(=O)NCCCN2CCOCC2)c2ccccc21,1.2,4,3,0,-21,-3,2,-7,89
CCOC(=O)NNC1CC(=O)N(c2ccccc2)C1=O (configuration not stated),-0.2,-10,-3,1,5,0,-4,-13,98
COc1cc2oc(=O)ccc2c(OC)c1CC(O)C(C)(C)O (configuration not stated),-0.3,1,-5,-3,14,-12,2,8,112
COC(OC)c1ccnc(-c2ccc(OC(=O)c3ccccc3)cc2)n1,-1.0,11,-3,3,-7,16,-1,1,102
COc1ccccc1-n1c(CNC(=O)c2ccco2)n[nH]c1=S,-1.3,-6,-3,-1,3,-2,-4,-1,108
COc1ccccc1C(=O)Nc1ccc(-c2nnn(CC(=O)NCc3ccco3)n2)cc1,-1.1,3,16*,0,42*,-4,0,19,101
CCOc1ccc(-n2c(=O)[nH]cc(C(=O)Nc3ccc(OC)c(OC)c3)c2=O)cc1,1.6,-13,-3,-3,-2,6,-1,-1,96
CCC(C)NC(=O)/C=C1\Sc2ccccc2NC1=O (configuration not stated),0.7,11,0,-4,7,-3,1,-10,99
CCOc1ccccc1CN1CCN(Cc2cccc3c2OCO3)CC1CCO (configuration not stated),-1.8,-5,-2,-1,1,-11,-1,1,97
Cc1ccnc(SCC(=O)N2CCC(C(N)=O)CC2)n1,-0.9,14,-1,-2,-1,4,-4,0,96
CC(C)N(C(=O)Cn1cc(SCC(=O)NCc2ccco2)c2ccccc21)C(C)C,-1.1,-3,-11,0,-5,7,-3,3,106
CC1CCc2nn(CC(=O)N3CCN(C(=O)c4ccco4)CC3)cc2C1 (configuration not stated),2.2,12,-16,0,-10,-7,-11,3,109
CCOC(=O)c1sc(NC(=O)CN2C(=O)NC3(CC(C)CC(C)(C)C3)C2=O)c(C(=O)OCC)c1C (configuration not stated),2.5,-1,-1,-2,-2,9,-4,26,103
C=CCn1cc(C(=O)NCc2ccco2)c(=O)c2cc(S(=O)(=O)N3CCCCCC3)ccc21,6.5,7,7,0,-1,12,0,10,98
N/C(=N\OC(=O)Cc1cccc2ccccc12)c1ccccn1,1.0,-11,-2,0,-15,13,-2,-1,116
O=C1CC(c2cc3c(cc2Br)OCO3)C2=C(CCCC2=O)N1 (configuration not stated),4.3,-5,-2,-2,13,-1,3,-2,96
O=C1C2CC=CCC2C(=O)N1c1ccc(Cc2ccncc2)cc1 (configuration not stated),0.9,1,0,-2,-5,-6,-1,8,98
Cc1cc2sc3nc(=O)n(-c4ccccc4)c(=O)n3c2cc1C,0.6,9,1,4,9,-4,0,6,104
CCc1ccc(OCC(=O)NCCN(C)C)c(Br)c1,2.9,6,2,-1,0,4,0,2,88

# Going on with the list:
SMILES,PP5 inh,ZTA counter,PP1 counter,TPT1 inhibitor,EBNA-1 inh,GASC-1 inh,Fh CTSL1 inh,HCV core dimer,Yeast superoxide
CCN(CCO)c1ccc(N=Nc2cc(C)[nH]n2)cc1,6.0,2,-5,25*,-10,169,4,-13,102
COc1ccc(NC(=O)c2ccc(CNc3c(N4CCCC4)c(=O)c3=O)cc2)cc1Cl,0.6,7,2,0,2,-5,1,-2,109
COc1ccccc1NC(=O)CC(=O)CSc1nnc(-c2ccc(C)cc2)n1C,1.8,13,1,1,-6,-20,1,14,101
COc1ccc(NS(=O)(=O)c2csc(C(N)=O)c2)cc1OC,-0.7,6,-3,-1,6,-6,5,-16,97
CCOC(=O)c1c(C)[nH]c(N=Nc2ccc(OC)cc2)c1C,2.0,12,-6,-1,2,2,3,-1,122
COc1cc(Cl)c(C)cc1NC(=O)c1ccc(NS(=O)(=O)c2ccc(F)c(F)c2)cc1,-1.3,-4,0,1,2,5,6,17,89

# Full records, quoted from the list.
# Cc1occc1C(=O)N/N=C/c1sc(N2CCOCC2)nc1-c1ccccc1 across the screens: PP5 inh = 0.5; ZTA counter = -2; PP1 counter = -1; TPT1 inhibitor = -1; EBNA-1 inh = -14; GASC-1 inh = -18; Fh CTSL1 inh = 4; HCV core dimer = -4; Yeast superoxide = 94
# COc1cc(Cl)c(C)cc1NC(=O)c1ccc(NS(=O)(=O)c2ccc(F)c(F)c2)cc1 across the screens: PP5 inh = -1.3; ZTA counter = -4; PP1 counter = 0; TPT1 inhibitor = 1; EBNA-1 inh = 2; GASC-1 inh = 5; Fh CTSL1 inh = 6; HCV core dimer = 17; Yeast superoxide = 89
